OX1R antag-1: OX1R (HCRTR1) antagonists, primary screen, fluorescence, CHO/OX1R cells, Fluo-8 calcium, orexin A; Fluo-8 calcium fluorescence; inhibition, % at 5 µM; hit rate 0.43% among 330,000; AID 434989, 2010;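 active = inhibition above its plate's threshold, mean inhibition of all tested compounds on the plate plus 3 SD, cut at about 37% in these data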;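 also: 0% = orexin A challenge wells and 100% = SB-334867-A antagonist wells; not every result past the cut was called active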
Target sequence (O43613 whole entry, looked up): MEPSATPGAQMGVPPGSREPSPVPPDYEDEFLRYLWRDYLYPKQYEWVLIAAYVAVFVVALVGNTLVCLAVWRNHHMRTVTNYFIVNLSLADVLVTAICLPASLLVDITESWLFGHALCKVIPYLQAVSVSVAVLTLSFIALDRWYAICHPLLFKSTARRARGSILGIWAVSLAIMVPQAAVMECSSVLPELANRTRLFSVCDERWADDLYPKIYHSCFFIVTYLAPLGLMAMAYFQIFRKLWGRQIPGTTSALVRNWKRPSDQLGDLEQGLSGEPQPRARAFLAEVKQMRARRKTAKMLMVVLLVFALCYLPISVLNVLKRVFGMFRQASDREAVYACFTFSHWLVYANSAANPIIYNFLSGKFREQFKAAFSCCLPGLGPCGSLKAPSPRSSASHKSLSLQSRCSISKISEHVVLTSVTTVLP
OX1R antag-2: antagonists of human orexin 1 receptor (OX1R); Orexin/Hypocretin receptor type 1 (Homo sapiens), O43613; OX1R-expressing cells, FRET antagonist read-out; inhibition, % at 6.6 µM; hit rate 1.8% among 330,000; AID 485270, 2010; in the data active = inhibition mostly above about 38%, no sharp cut-off; inactive = mostly below about 40%;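 also: 0% = agonist challenge alone and 100% = reference antagonist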
Numbers without * were called inactive.

SMILES	OX1R antag-1	OX1R antag-2
COc1cc(-c2nnc(SCC(=O)N3CCOCC3)o2)cc(OC)c1OC	-17	15
C/C(=N\Nc1cccc(C(=O)O)c1)c1cc2ccccc2o1	-8	13
CN(C)c1ccc(NC(=O)c2ccncc2)c2ccccc12	10	43
Cc1ccc(C)c(NC(=O)CN(C)C(=O)CCN2C(=O)c3ccccc3C2=O)c1	-29	19
COc1cccc(CNC(=O)CCC2CCCN(C(=O)c3cccc4c(C)c(C)[nH]c34)C2)c1 (stereo unspecified)	-41	16
Cc1n[nH]c(C)c1S(=O)(=O)N1CCCC(C(=O)Nc2nccs2)C1 (stereo unspecified)	0	3
O=C(CNc1cccc(S(=O)(=O)N2CCOCC2)c1)N1CCc2ccccc21	-19	6
COC(=O)CSc1nnc(-c2cccnc2)n1-c1cc(OC)cc(OC)c1	-14	-5
O=C(CNS(=O)(=O)c1ccccc1)OCC(=O)c1c[nH]c2ccccc12	-6	3
Cc1sc2nc(C(C)C)nc(SCC(=O)N3CCN(C(=O)c4ccco4)CC3)c2c1C	-41	4
O=S(=O)(Nc1cccc(-c2ccc(N3CCCCCC3)nn2)c1)c1ccccc1F	-15	10
O=C(CSc1nnc(-c2cccnc2)n1-c1ccccc1)Nc1ccc2c(c1)OCO2	-6	18

Already shown: an excerpt of the list.
SMILES	OX1R antag-1	OX1R antag-2
Cc1n[nH]c(C)c1S(=O)(=O)N1CCCC(C(=O)Nc2nccs2)C1 (stereo unspecified)	0	3
O=C(CNc1cccc(S(=O)(=O)N2CCOCC2)c1)N1CCc2ccccc21	-19	6
COC(=O)CSc1nnc(-c2cccnc2)n1-c1cc(OC)cc(OC)c1	-14	-5
O=C(CNS(=O)(=O)c1ccccc1)OCC(=O)c1c[nH]c2ccccc12	-6	3
Cc1sc2nc(C(C)C)nc(SCC(=O)N3CCN(C(=O)c4ccco4)CC3)c2c1C	-41	4
O=S(=O)(Nc1cccc(-c2ccc(N3CCCCCC3)nn2)c1)c1ccccc1F	-15	10

The listing continues.
SMILES	OX1R antag-1	OX1R antag-2
Cc1nc2c(-c3ccc(F)cc3)c(C)nn2c(C)c1CCC(=O)N1CCN(c2ccccc2)CC1	-22	9
C/C(CC(=O)Nc1cccc2c1CCCC2)=N\NC=O	-13	-2
COc1cccc(C(=O)Nc2cccc(SC)c2)c1	-15	26
CCOC(=O)C(=O)Nc1ccccc1C(=O)Nc1ccc(OC)cc1	-17	3
Cc1cccn2c(=O)nc(SCC(=O)NC3CCCC3)nc12	-10	20
N#CCCCCN1c2cccc3cccc(c23)S1(=O)=O	10	11
O=c1c(C=Nc2ccc(Cl)cc2)c[nH]n1-c1cccc(Cl)n1	-32	23
CCOc1ccc(Nc2nc(N)c([N+](=O)[O-])c(N3CCN(CC)CC3)n2)cc1	-33	24
c1ccc(-c2oc3ncnc(NCCN4CCOCC4)c3c2-c2ccccc2)cc1	-24	-2
CN(C(=O)CN1C(=O)S/C(=C\c2ccccc2F)C1=O)C1CCS(=O)(=O)C1 (stereo unspecified)	2	13
Cc1cc(C)cc(NC(=S)NC(=O)C2CC2)c1	3	7
CCCCC(=O)NC(c1ccc(Cl)cc1)c1ccc2cccnc2c1O (stereo unspecified)	-19	22
N#C/C(=C\c1ccc(OCc2ccccc2)cc1)C(N)=O	-12	24
COc1cc2cc3c(N)c(C(=O)NCc4ccco4)sc3nc2cc1OC	-23	56
COc1c(O)ccc(C2NC(=O)NC(C)=C2C(=O)Nc2ccccc2C)c1[N+](=O)[O-] (stereo unspecified)	1	9
COCCn1c(Cc2ccccc2)nnc1SCC(=O)Nc1ccccc1	-10	31
O=C(COc1ccc(S(=O)(=O)NC2CCCC2)cc1)N1CCCCCC1	-9	12
COc1ccc(S(=O)(=O)N2CCCCC2)cc1N(C)S(=O)(=O)c1ccccc1	-15	6
COc1ccc(OCC(=O)N/N=C/c2ccsc2)cc1	4	4
CCN(Cc1ccccc1)C(c1cccs1)c1nnnn1C1CCCCC1 (stereo unspecified)	10	5
CCN1CCN(CCNC(=O)c2ccc(CS(=O)c3ccc(Br)cc3)o2)CC1 (stereo unspecified)	-16	3
CC(=O)Nc1ccc2c(c1)N(C(C)=O)c1ccccc1CC2	-17	20
NS(=O)(=O)c1ccc(CCNC(=O)CSc2nc3ccsc3c(=O)n2C2CC2)cc1	-9	11
C#CCNC(=O)C1=C[C@@H](c2ccc(Br)cc2)[C@H](CCCO)[C@@H](OCC)O1	-14	26
CCS(=O)(=O)N1CCN(S(=O)(=O)c2ccc(F)cc2)CC1	-24	17
O=[N+]([O-])c1cccc(-n2nnnc2CN2CCCC2)c1	-12	16
Cc1ccc(CNC(=O)CCC2CCCN(Cc3cccc4ncccc34)C2)o1 (stereo unspecified)	-48	31
CCCNC(=O)C1CCN(S(=O)(=O)c2ccc3[nH]c(=O)ccc3c2)CC1	1	5
CCOC(=O)N1CCC(NCCNC(=O)c2ccc(F)c(F)c2)CC1	-17	5
COc1ccccc1/C=C/C1C(C(=O)OCC(C)C)=C(C)N=C2SCCC(=O)N21 (stereo unspecified)	-22	29
CCC(C(=O)NCC1CCCO1)n1nc(C)c2sc3ccccc3c2c1=O (stereo unspecified)	-26	9
COC(=O)c1cc(NC(=O)c2ccc(C)cc2)c(=O)oc1C	-29	16
O=C(Nc1ccc2c(c1)OCO2)N1CCC(CO)(CC2CCCCO2)CC1 (stereo unspecified)	-21	15
NCCNC(=O)c1ncsc1-c1cccc(F)c1	16	8
COc1cc(OC)cc(C(=O)N2CCN(c3ccc(N4CCOCC4)nn3)CC2)c1	7	30
CCNC(=O)C1CC(=O)N(Cc2ccc(F)cc2)C(=Nc2ccc(OC)cc2)S1 (stereo unspecified)	-9	46
CSc1ccccc1OCc1cc(C(=O)NC2CCc3ccccc32)no1 (stereo unspecified)	-25	16
COc1ccccc1/C=C\C(=O)NCC(=O)N/N=C/c1ccc(O)cc1O	-16	5
O=C(COc1ccc(NC(=O)c2ccccc2[N+](=O)[O-])cc1)c1ccc(F)cc1	5	20
CCOC(=O)c1cnc(-n2nc(C)cc2C)nc1NC	-11	7
COc1ccc(N/C=C(\C#N)S(=O)(=O)c2ccc(OC)cc2)cc1	-21	-5
OCCOCCNc1ncnc2c1cnn2-c1ccccc1	9	16
Cc1cccc(CNc2ccc(C(CC(N)=O)NC(=O)c3ccccc3)cc2[N+](=O)[O-])c1 (stereo unspecified)	-11	9
CN(C)CCN(Cc1ccco1)S(=O)(=O)c1csc(C(N)=O)c1	1	9
CC(=O)Nc1ccc(NC(=O)c2ccccc2F)cc1	2	2
CCCCNC(=O)NS(=O)(=O)c1ccc(C(=O)OC)o1	-13	9
CCOc1cc(C(=S)N2CCOCC2)cc(Br)c1OS(=O)(=O)c1ccccc1	28	47*
CN(C)c1ccc(C(=O)NCC(c2cccs2)N2CCOCC2)cc1 (stereo unspecified)	4	4
CCCOc1cc(C)c(Cl)cc1S(=O)(=O)N(CC)CC	-36	38
CCCc1cc(C(=O)Nc2sc(C(C)=O)c(C)c2C(=O)OCC)no1	-21	5
O=c1[nH]nc(CNc2ccc(O)cc2)c2ccccc12	1	46
CC(=O)c1cccc(NC(=O)CN2C(=O)C3C4C=CC(C4)C3C2=O)c1 (stereo unspecified)	-6	3
CCOc1ccc(NC(=S)NN2CCN(C)CC2)cc1	3	4
Cc1ccc(CCSCC(=O)O)cn1	-3	2
Cc1cc2n(c1)CCn1c(C)ccc1-2	4	28
CC(=O)c1cccc(NC(=O)C23CC4CC(C2)CC(n2cncn2)(C4)C3)c1	-6	11
O=C(NCCOc1ccccc1F)C1CC(=O)N(c2ccc3c(c2)OCCO3)C1 (stereo unspecified)	-13	3
Clc1ccc(/C=N/Nc2nnc(-c3ncc[nH]3)c3ccccc23)cc1	-12	27
Cc1cc(C)n(CC(=O)N/N=C/c2ccccn2)n1	-3	3
O=C1c2ccccc2C(=O)C1C1=Nc2ccccc2NC(c2ccccc2)C1 (stereo unspecified)	-23	6
The results go on.
SMILES	OX1R antag-1	OX1R antag-2
Cc1ccc(-n2c(-c3ccccc3)c[n+]3c2CCc2ccccc2-3)c(C)c1	17	37
CCCCn1c(=O)c(CCC(=O)OCC(=O)Nc2ccc(F)c(Cl)c2)nc2ccccc21	-19	2
COc1cccc(/C=N/NC(=O)c2cccc(N3CCCC3=O)c2)c1	-5	14
C=CCSc1cc(C)nc2c(-c3ccccc3)c(C)nn12	-35	9
COc1cc(OC)c2c(N)c(C#N)c(C(F)(F)C(F)(F)F)nc2c1	-12	30
CCOC(=O)c1ccc(S(=O)(=O)N2CCC(C(=O)NCc3ccccc3OC)CC2)cc1	11	2
CC(C)CN1CCN(Cc2cnc(N3CCOCC3)s2)CC1CCO (stereo unspecified)	-7	-8
COc1ccc(OC)c(/C=C2\SC(=S)N(NS(=O)(=O)c3ccccc3)C2=O)c1	-2	17
O=C(NCc1n[nH]c(=S)n1Cc1ccccc1)c1ccccc1	-14	26
COc1ccc(C)cc1NC(=O)C1CCCN(S(=O)(=O)c2ccc3c(c2)CCCN3C(C)=O)C1 (stereo unspecified)	-31	22
O=C(CSc1nnc2ccccn12)Nc1ccc2c(c1)OCO2	-12	4
O=C(CCc1ccccc1)NNC(=O)c1ccc(Cl)cc1	12	20
Cc1cccc(NC(=O)CSc2nc(-c3ccccc3)c(C#N)c(=O)[nH]2)c1C	-10	9
COC(=O)C1=C(C)N(c2ccc(S(N)(=O)=O)cc2)C(=O)C1	-2	47
COc1ccc(Br)cc1S(=O)(=O)N1CCCC1	-6	9
Cc1cccc(NC(=S)NC2CCCC2)c1	-11	14
N#C/C(=N\Nc1ccccc1)C(N)=S	2	25
N#CCC(=N)N1CCN(c2ccc(Cl)cc2)CC1	-18	13
c1cncc(CNc2ncnc3ccc(-c4cccnc4)cc23)c1	-9	10
O=C(CCN1C(=O)/C(=C/c2ccccc2)SC1=S)NCCCN1CCOCC1	5	17
Cc1ccc(-c2ccc(/C=N/NC(=O)c3ccccc3O)o2)cc1	-19	1
COc1ccccc1N1CCN(C(=O)c2cc(-c3ccccc3O)on2)CC1	-16	16
COc1ccc(/C=C2\CCCc3c2nc2ccccc2c3C(=O)OCC(=O)c2c(N)n(C)c(=O)n(C)c2=O)cc1	-4	26
O=S(=O)(NCc1cc(-c2ccc(Cl)cc2)no1)c1ccc(Cl)cc1	51*	20
COCCNC(=O)c1ccccc1NC(=O)c1ccccc1N(C)S(=O)(=O)c1ccccc1	-1	38
Fc1ccc(-[n+]2nc(Nc3ccccc3)sc2-c2c(Cl)cccc2Cl)cc1	11	30
CN(C)/C=C1\N=C(c2ccc3c(c2)OCO3)OC1=O	-16	57
Cc1cc(N2CCN(C(=O)c3cccs3)CC2)c(F)cc1[N+](=O)[O-]	9	47
CCc1ccc(S(=O)(=O)NCCc2cn3ccc(C)cc3n2)s1	-12	8
CCC1(c2ccc(F)cc2)NC(=O)N(CC(=O)N(C)C2CCS(=O)(=O)C2)C1=O (stereo unspecified)	-10	10
Cc1c(Cl)cnc(NC(=O)COC(=O)C2CCCC2)c1Cl	-28	3
CCOc1ccc(NC(=S)NC(C)c2cccs2)cc1 (stereo unspecified)	-10	13
CCOC(=O)C1CCN(S(=O)(=O)c2ccc3[nH]c4c(c3c2)CCCC4)CC1	-2	15
CSCCC(NC(=O)c1ccccc1)C(=O)NC1CCCC1 (stereo unspecified)	-22	13
Cn1nc(C(F)(F)F)c(/C=N/OCc2c(Cl)cccc2Cl)c1Cl	-34	12
COc1ccc(C2(C)CC(C)(C)Nc3ccccc32)cc1 (stereo unspecified)	-36	6
CCOC(=O)C1C(=O)C=C(c2ccc(C)cc2)CC1c1cccc([N+](=O)[O-])c1 (stereo unspecified)	-27	13
COc1ccc(-c2cc(C(=O)NC(C)c3ccccn3)c3ccccc3n2)cc1OC (stereo unspecified)	-39	8
Cc1ccc(C(=O)N2CC(C)CC(C)C2)cc1S(=O)(=O)N1CCCCC1 (stereo unspecified)	-23	8
O=C(c1cccc([N+](=O)[O-])c1)N1CCOCC1	6	15
CC1CCC2C(=O)N(c3ccc(NC4CCN(Cc5ccccc5)CC4)c([N+](=O)[O-])c3)C(=O)C2C1 (stereo unspecified)	-34	44
COc1cccc(C2/C(=C(/O)c3cnn(-c4ccccc4)c3C)C(=O)C(=O)N2CCN(C)C)c1OC (stereo unspecified)	-18	-1
COC(=O)CSc1ncnc2c1sc1nc(N3CCOCC3)c3c(c12)CCCC3	-26	14
O=C(Nc1ccc2[nH]ncc2c1)C1CCC1	-6	14
CCC(CC)C(=O)NC12CC3CC(CC(C3)C1)C2	-11	13
NC(=O)C1CCCN(CC(=O)N2CCN(c3ccccc3)CC2)C1 (stereo unspecified)	-3	4
COc1ccc2oc(=N)c(-c3nnc4n3CCCCC4)cc2c1	-8	17
Cc1ccc(C2C(C#N)=C(N)N(c3ncn[nH]3)C3=C2C(=O)CC(C)(C)C3)cc1 (stereo unspecified)	-9	19
CCC1(c2ccccc2)NC(=O)N(CC(=O)NCc2ccncc2)C1=O (stereo unspecified)	7	2

7 compounds out of the list above, ordered by the number in OX1R antag-2, ascending.
SMILES	OX1R antag-1	OX1R antag-2
COc1cccc(C2/C(=C(/O)c3cnn(-c4ccccc4)c3C)C(=O)C(=O)N2CCN(C)C)c1OC (stereo unspecified)	-18	-1
COc1ccc(-c2cc(C(=O)NC(C)c3ccccn3)c3ccccc3n2)cc1OC (stereo unspecified)	-39	8
CCOC(=O)C1C(=O)C=C(c2ccc(C)cc2)CC1c1cccc([N+](=O)[O-])c1 (stereo unspecified)	-27	13
COC(=O)CSc1ncnc2c1sc1nc(N3CCOCC3)c3c(c12)CCCC3	-26	14
O=C(c1cccc([N+](=O)[O-])c1)N1CCOCC1	6	15
Cc1ccc(C2C(C#N)=C(N)N(c3ncn[nH]3)C3=C2C(=O)CC(C)(C)C3)cc1 (stereo unspecified)	-9	19
CC1CCC2C(=O)N(c3ccc(NC4CCN(Cc5ccccc5)CC4)c([N+](=O)[O-])c3)C(=O)C2C1 (stereo unspecified)	-34	44

Source: PubChem (The Scripps Research Institute Molecular Screening Center)
